Source: PubChem BioAssay
ERG Ets-DNA blk – blocks human ERG Ets domain binding to DNA. P11308. fluorescence polarization, His-ERG Ets domain / labelled DNA. actives 0.028% (n = 370,000). Potency, µM (series often up to 76.9 µM), inactives show top-dose FP activity, negative = inhibition, actives largely listed as inhibitors. AID 624246; active = well fitted inhibition curve with a large enough effect in the polarisation, with a control signal flat; inconclusive = small, poorly fitted or top-dose-only effect, or effect the other way, or a change in a side signal; inactive = no such curve, though single readings can be large or run the other way; the % refers to the polarisation;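 also: polarization taken with two DNA probes labelled with fluorescein and Texas red; potency is read from the fitted curve at half-maximal effect; % of control where 0% means no effect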
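His-tagged ERG Ets domain (1 uM in the protein solution; 300mM KCl, 50mM Tris-HCl, 1mM EDTA, 1mM DTT, pH 7.5) received compound, then a probe mix of 5 nM fluorescein-DNA and 100nM Texas-615-DNA. Fluorescence polarization was read for both dyes.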
BAZ2B block – blocks human BAZ2B; actives 4.4% (n = 360,000); AlphaScreen BAZ2B-H3K14Ac peptide displacement; AID 504333; Potency, µM (top dose mostly 114 µM), without a hit: at the highest dose activity change, negative = inhibition, actives largely listed as inhibitors; Q9UIF8; also: potency is read from the fitted curve at half-maximal effect; % is scaled to controls: 0 for no effect and ±100 for the full control effect; nearly all actives have a fitted effect of over 60% in size
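Multi-concentration screen (max 110 uM) measuring displacement of acetylated histone H3 peptide from BAZ2B by AlphaScreen, using 50 nM protein, 50 nM peptide and 10 ug/mL streptavidin donor plus Ni-chelate acceptor beads.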
JMJD2A Tudor inh – inhibitors of human JMJD2A Tudor domain; actives 4.4% (n = 390,000); AID 504339; AlphaScreen JMJD2A-Tudor / H3K4me3 peptide binding; O75164; Potency, µM (titrated, usually from 114 µM), without a hit: at the highest dose activity change, negative = inhibition, most hits filed as inhibitors; also: potency is read from the fitted curve at half-maximal effect; % is scaled to controls: 0 for no effect and ±100 for the full control effect; nearly all actives have a fitted effect of over 50% in size
HP1b chromo inh – blocks HP1-beta chromodomain binding to methylated histone tails; P83916; AlphaScreen HP1-beta / biotin-H3K9me3 peptide binding; Potency, µM (highest dose often 114 µM), inactives show at the top dose activity change, negative = inhibition, actives largely listed as inhibitors; actives 0.56% (n = 390,000); also: potency is read from the fitted curve at half-maximal effect; nearly all actives have a fitted effect of over 70% in size; inactives centre near 23
Target sequence (P83916 whole entry, looked up): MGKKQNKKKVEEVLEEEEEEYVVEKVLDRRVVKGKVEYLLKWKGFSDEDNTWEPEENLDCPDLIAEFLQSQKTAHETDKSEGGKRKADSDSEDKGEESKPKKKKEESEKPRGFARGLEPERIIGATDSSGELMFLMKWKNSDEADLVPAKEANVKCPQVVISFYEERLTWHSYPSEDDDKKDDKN
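Compound inhibition of the preformed complex between 50 nM HP1-beta and 50 nM biotinylated H3K9me3 peptide was read by AlphaScreen. Buffer was PBS pH 7.4 with 0.01% Tween-20. Incubations ran 30 min at room temperature, with 10 ug/mL donor/acceptor beads.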
GLS inh – glutaminase GLS (human) inhibition. Potency, µM (doses to about 45.5 µM), for the others: at the highest dose activity change, negative = inhibition, usual class: inhibitors. GLS enzymatic activity, qHTS titration. O94925. actives 0.21% (n = 410,000); also: potency is read from the fitted curve at half-maximal effect; % is scaled to controls: 0 for no effect and ±100 for the full control effect
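Coupled fluorescence readout: glutamate oxidase/HRP/Amplex Red detect glutamate formed by hKGA from L-glutamine (1 mM solution added). Buffer 45 mM KH2PO4 pH 8.2, 0.02% Tween-20; reads at t0 and 30 min RT.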
12-LOX inh – ALOX12 (human) lipoxygenase inhibition. Potency, µM (doses to about 108 µM), for the others: at the highest dose activity change, negative = inhibition, most hits filed as inhibitors. purified 12hLO, xylenol orange hydroperoxide absorbance. P18054. actives 1.1% (n = 580,000); also: potency is read from the fitted curve at half-maximal effect; % is scaled to controls: 0 for no effect and ±100 for the full control effect
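Purified human 12hLO at 150 nM in 25 mM Hepes, 0.01% Triton X-100, pH 7.0, preincubated 15 min at room temperature with compound. Reaction started with 40 uM arachidonic acid, 30 min at room temperature. Hydroperoxide measured by Fe-xylenol orange, 573/405 nm absorbance ratio.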
G9a inh – G9a (human) methyltransferase inhibition; Potency, µM (top dose mostly 102 µM), for the others: at the top dose activity, negative = inhibition, actives largely listed as inhibitors; Q96KQ7; actives 8.8% (n = 350,000); G9a H3K9 monomethylation, AlphaScreen, 2 h; also: potency is read from the fitted curve at half-maximal effect; % is scaled to controls: 0 for no effect and ±100 for the full control effect; nearly all actives have a fitted effect of over 75% in size
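AlphaScreen read-out: biotin-H3K9 peptide (500 nM) methylation by 20 nM enzyme with 20 uM SAM, 2 h at room temperature after 15 min compound preincubation; anti-monomethyl H3K9 antibody plus donor/acceptor beads, 10 min dark.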
RGS4 inh – human RGS4 inhibition; P49798; Transcreener GDP fluorescence polarization, RGS4-accelerated GTP hydrolysis; Potency, µM (titrated, usually from 114 µM), for inactives: at the top dose activity change, negative = inhibition, actives largely listed as inhibitors; actives 0.039% (n = 390,000); AID 504845; also: potency is read from the fitted curve at half-maximal effect; % is scaled to controls: 0 for no effect and ±100 for the full control effect; nearly all actives have a fitted effect of over 75% in size; some results filed as inactive show a strong effect at the top dose
Target sequence (P49798 whole entry, looked up): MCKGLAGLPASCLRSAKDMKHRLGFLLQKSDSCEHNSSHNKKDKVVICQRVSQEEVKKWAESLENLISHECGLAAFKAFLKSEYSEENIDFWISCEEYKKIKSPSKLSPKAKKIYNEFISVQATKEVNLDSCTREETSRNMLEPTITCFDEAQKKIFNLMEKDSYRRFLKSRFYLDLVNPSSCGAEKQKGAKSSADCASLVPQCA
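MLSMR compounds (23 nl, pin-transferred) preincubated 10 min at room temperature with a 500nM (2x) first reagent, then RGS4 at 900nM (2x) plus Transcreener GDP mix added; fluorescence polarization (620/688 nm) read before and after 90 min at 30 °C.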
PI4K2A inh – PI4K2A (human) kinase inhibition; Q9BTU6; purified PI4K2A, ADP-Glo luminescence, 1 h; active compounds read low; activity change, negative = inhibition, % at 76.9 µM; actives 0.13% (n = 420,000); in the data active = activity change below about -50%; inconclusive = mostly about -30% to -49%;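 also: -100% = wells without enzyme as full effect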
Target sequence (Q9BTU6 whole entry, looked up): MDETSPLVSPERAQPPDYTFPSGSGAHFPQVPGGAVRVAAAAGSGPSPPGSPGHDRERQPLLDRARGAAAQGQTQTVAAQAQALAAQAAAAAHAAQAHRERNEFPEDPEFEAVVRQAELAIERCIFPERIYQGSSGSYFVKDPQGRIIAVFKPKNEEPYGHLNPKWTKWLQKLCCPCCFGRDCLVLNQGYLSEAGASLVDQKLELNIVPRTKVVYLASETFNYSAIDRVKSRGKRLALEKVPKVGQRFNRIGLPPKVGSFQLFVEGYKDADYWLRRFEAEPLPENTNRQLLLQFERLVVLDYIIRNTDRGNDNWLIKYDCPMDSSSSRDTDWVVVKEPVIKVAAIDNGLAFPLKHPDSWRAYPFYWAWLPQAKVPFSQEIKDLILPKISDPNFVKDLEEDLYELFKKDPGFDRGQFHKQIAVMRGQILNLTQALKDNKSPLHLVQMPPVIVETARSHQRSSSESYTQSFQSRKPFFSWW
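PI4K2A activity was measured by ADP-Glo luminescence: enzyme (4 ug/mL stock) and phosphatidylinositol (1.2 mM stock) in Tris pH 7.5/MgCl2/EGTA/Triton X-100 buffer were reacted with ATP (300 microM stock) for one hour at ambient temperature.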
Starred values were filed as active, the others as inactive; ? = inconclusive; . = no result given; & = joins results of further samples; [ ] = dose if it differs, or a comment. Unless noted, calls follow the shape of the dose curve; as a rule, active = well fitted curve in the direction sought with a large enough effect; inconclusive = small, poorly fitted or top-dose-only effect, or another doubt; inactive = no such curve, though single readings can be large; an effect the other way counts as inactive or inconclusive. A portion of the library; rates above refer to the full screens.

nr | canonical_smiles | ERG Ets-DNA blk | BAZ2B block | JMJD2A Tudor inh | HP1b chromo inh | GLS inh | 12-LOX inh | G9a inh | RGS4 inh | PI4K2A inh
1 | CCOc1cc(C2NC(=S)NC(C)=C2C(=O)Nc2ccccc2)ccc1O (stereo not drawn) | 1% | -1% | -20% | 18% | ? | ? | -7%[59 µM] | -27% | 2
2 | Cc1ccc(-c2nnn(CC(=O)NC(=O)NC3CCCCC3)n2)cc1 | -4% | 6% | -14% | 13% | 7% | -16% | 10% | -17% | 3
3 | Cc1ccc2c(c1)C(c1ccccc1)N(C(=O)c1cccc([N+](=O)[O-])c1)CC(=O)N2 (stereo not drawn) | 5% | -26% | -27% | ? | 6% | 2% | -39% | -9% | -1
4 | CC1=C(C(=O)Nc2ccccc2)C(c2ccc(C(=O)O)cc2)n2nc(SCC(=O)c3ccc(C)cc3)nc2N1 (stereo not drawn) | 0% | -10% | ? | ? | -1% | -1% | -8%[59 µM] | 14% | -4
5 | C/C(N)=C(/C#N)C(=O)CSc1nc(-c2ccccc2)c(-c2ccccc2)o1 | 4% | ? | ? | 7% | -2% | 20% | ? | -31% | 3
6 | c1csc(-c2cnc3n2CCCC3)c1 | 1% | 8% | ? | ? | 4% | ? | ? | -50% | 0
7 | O=C(Cc1ccc(Cl)cc1)Nc1ccc(N2CCN(C(=O)c3ccco3)CC2)c(Cl)c1 | -6% | -7% | -19% | -8% | 6% | -23% | -10%[12.7 µM] | 15% | -1
8 | CC[n+]1c(/C=C/c2cc([N+](=O)[O-])ccc2O)ccc2ccccc21 | 23% | ? | ? | 2% | -16% | ? | . | -33%[56.9 µM] | 1
9 | COCCCNC(=O)CN(C1CCCCC1)S(=O)(=O)c1ccc(C)cc1 | 3% | -7% | -4% | 33% | 3% | -11% | ? | -13% | 6
10 | O=C(Nc1cccc(-c2cc3ccccc3oc2=O)c1)c1ccc(Br)o1 | -7% | -3% | -11% | 10% | 18% | 92%[activator] | -18%[59 µM] | ? | 0
11 | Cc1ccc(S(=O)(=O)N2CCCC(C(=O)NCC3COCCO3)C2)cc1 (stereo not drawn) | -12% | -7% | -14% | 18% | 3% | 0% | -26% | 16% | 8
12 | Cc1csc(NC(=O)CN(C)S(=O)(=O)c2cccc3cccnc23)n1 | -11% | -3% | -17% | 59%[activator] | 9% | 1% | -3% | 14% | -5
13 | Cc1c(OC(C)C(=O)NCc2ccccn2)ccc2c3c(c(=O)oc12)CCCC3 (stereo not drawn) | ? | -19% | -11% | 34% | -1% | 18% | 11% | 4% | -1
14 | CC1CCN(C(=O)c2ccc3ccccc3c2)CC1 | 17% | -3% | -6% | 44%[activator] | -3% | 8% | . | 2% | -2
15 | Cc1cccc(CCN=c2c([N+](=O)[O-])nn(-c3ccccc3)n2O)c1 | 8% | . | 50µM* | ? | 6% | 6% | ? | 15% | 1
16 | CC(C)(C)c1ccc(C(=O)N2CCC(C(=O)NC3CC3)CC2)cc1 | 0% | -10% | -7% | 0% | 2% | 16% | 22% | 8% | 0
17 | CCCn1cnc2cc(NC(=O)c3cccs3)ccc21 | 4% | -12% | -15% | 36% | 5% | -3% | -34% | 10% | -3
18 | CN(CC(=O)NCc1ccc(Cl)cc1)S(=O)(=O)c1cccs1 | 12% | 12% | 89µM* | 7% | 3% | -28% | -8% | -26% | 0
19 | Fc1ccc(-c2ccc(Nc3cccc(F)c3)nn2)cc1 | 1% | 13% | 5% | -14% | 1% | -1% | 10% | 10% | 11
20 | COc1ccc(C(=O)Nc2nc(C)c(C(C)=O)s2)cc1S(=O)(=O)N1CCOCC1 | 2% | 3% | -5% | 28% | 7% | 196%[activator] | -63%[12.7 µM] | 5% | -1
21 | Cc1ccc(-n2nc(CO)c(C(=O)NCCCc3ccccc3)n2)cc1C | 4% | 1% | 19% | 29% | -3% | -12% | 22%[59 µM] | -24% | -3
22 | CC(C)c1ccc(C(=O)N2CCCN(C(=O)c3ccc(C(C)C)cc3)CC2)cc1 | -3% | -1% | -5% | 31% | 7% | -19% | -4%[59 µM] | 9% | 1
23 | COC(=O)Cn1cnc2c(nnn2-c2ccc(F)cc2)c1=O | -2% | -7% | -6% | 31% | -1% | 10% | . | 1% | 5
24 | CSc1nnc(Cn2c(=O)sc3ccccc32)n1-c1cccc(Cl)c1 | -3% | -5% | -15% | 21% | 5% | 20% | 7%[59 µM] | -2% | 1
25 | Cc1nc(COC(=O)c2c(C)nn(-c3ccccc3)c2C)cs1 | 4% | 22% | -5% | 27% | -6% | -9% | 0% | -12% | -7

Individual results from the list.
`CC(C)(C)c1ccc(C(=O)N2CCC(C(=O)NC3CC3)CC2)cc1` | PI4K2A inh: 0
`Cc1ccc(-n2nc(CO)c(C(=O)NCCCc3ccccc3)n2)cc1C` | 12-LOX inh: -12%

Other records follow:
nr | canonical_smiles | ERG Ets-DNA blk | BAZ2B block | JMJD2A Tudor inh | HP1b chromo inh | GLS inh | 12-LOX inh | G9a inh | RGS4 inh | PI4K2A inh
26 | N#CCCN(C(=O)COc1ccc(F)cc1Br)c1ccccc1F | 0% | -15% | -7% | 44%[activator] | 0% | 6% | 3% | 0% | 2
27 | COCCCNC(=O)c1sc2ncn(CC(=O)Nc3ccc(C)c(Cl)c3)c(=O)c2c1C | -4% | -3% | -12% | 15% | 1% | -5% | -29% | 3% | -15
28 | CN(C)S(=O)(=O)c1ccc(Cl)c(C(=O)NC2CCN(Cc3ccccc3)C2)c1 (stereo not drawn) | -16% | 9% | -10% | 3% | -12% | -9% | 8% | 9% | 3
29 | Cc1ccc(S(=O)(=O)c2c(C)cc(C)nc2Cl)c(C)c1 | -4% | 4% | 12% | 46%[activator] | 13µM* | 0% | -14%[59 µM] | -30% | 0
30 | O=C1NC(=Nc2ccccc2)S/C1=C\c1cccn1-c1ccccc1 | 0% | ? | ? | -5% | 6% | ? | ? | -3% | -3
31 | O=C(CN1CCN(c2ccccc2O)CC1)NC(=O)NC1CCCC1 | 0% | -9% | -9% | 2% | 2.8µM* | -4% | 0% | -4% | -2
32 | CCOC(=O)C1=CN(C(C)C)CCC1=O | -6% | . | -17% | 38%[activator] | 4% | -26% | . | 22% | 1
33 | N#Cc1ccc(CSc2nnc(-c3cccc(S(=O)(=O)N4CCCCC4)c3)o2)cc1 | -10% | 7% | 1% | 35% | -7% | 24% | -37%[12.7 µM] | 24% | -10
34 | Cc1nn(CC(=O)NCC(C)c2ccccc2)c(=O)c2cccn12 (stereo not drawn) | -8% | -18% | 0% | 40%[activator] | 1% | -3% | 10% | -31%[56.9 µM] | 6
35 | CC(O)[C@H]1CNC(=O)C(=O)N1CCc1cccc2ccccc12 (stereo partly drawn) | -14% | -1% | -11% | 41%[activator] | -7% | ? | ? | -4% | 1
36 | O=C(Nc1ccc2nc3n(c(=O)c2c1)CCCCC3)C(=O)N1CCN(c2ccccc2)CC1 | 3% | -5% | -6% | 32% | 2% | 7%&-27% | 4% | -23% | 4
37 | CN(C)c1ccc(CNC(=O)CN(C)S(=O)(=O)c2cccc3cccnc23)cc1 | 6% | 6% | ? | 32% | 6% | -17% | ? | -47% | -3
38 | O=C(CNC(=O)/C=C/c1ccco1)N=Nc1c(O)[nH]c2ccccc12 | 18% | 56µM* | -4% | 39% | ? | -7% | 35µM* | -32% | -2
39 | CCOc1ccc(N2C(=O)CC(NCC3CCCO3)C2=O)cc1 (stereo not drawn) | -1% | -31% | -1% | 22% | 87%[activator] | -9% | ? | 1% | 1
40 | Cc1cc(C)c(NC(=O)CSc2nncn3c2cc2oc(C)cc23)c(C)c1 | -1% | ? | -20% | -8% | -2% | -11% | ? | 13% | -1
41 | CCc1ccccc1NC(=O)c1ccc([N+](=O)[O-])s1 | 0% | -29% | -14%[57.1 µM] | 15% | -16% | -5% | -33% | -51% | 1
42 | COc1ccc(Br)cc1S(=O)(=O)n1ccnc1C | 5% | -17% | -6% | 29% | 1% | -23% | -43%[59 µM] | 11% | -4
43 | O=C(NNS(=O)(=O)c1ccc(F)cc1)c1ccc([N+](=O)[O-])cc1 | 1% | -13% | -12% | 11% | ? | . | 35%[0.501 µM] | 1% | -3

4 entries from above, ordered by their value in HP1b chromo inh, rising:
nr | canonical_smiles | ERG Ets-DNA blk | BAZ2B block | JMJD2A Tudor inh | HP1b chromo inh | GLS inh | 12-LOX inh | G9a inh | RGS4 inh | PI4K2A inh
31 | O=C(CN1CCN(c2ccccc2O)CC1)NC(=O)NC1CCCC1 | 0% | -9% | -9% | 2% | 2.8µM* | -4% | 0% | -4% | -2
5 | C/C(N)=C(/C#N)C(=O)CSc1nc(-c2ccccc2)c(-c2ccccc2)o1 | 4% | ? | ? | 7% | -2% | 20% | ? | -31% | 3
39 | CCOc1ccc(N2C(=O)CC(NCC3CCCO3)C2=O)cc1 (stereo not drawn) | -1% | -31% | -1% | 22% | 87%[activator] | -9% | ? | 1% | 1
20 | COc1ccc(C(=O)Nc2nc(C)c(C(C)=O)s2)cc1S(=O)(=O)N1CCOCC1 | 2% | 3% | -5% | 28% | 7% | 196%[activator] | -63%[12.7 µM] | 5% | -1
